# NR3A LBD binder: binders of NR3A ligand-binding domain, primary screen, biophysical, differential scanning fluorimetry, uHTS. Glutamate receptor ionotropic, NMDA 3A (GRIN3A) ligand-binding domain. NR3A LBD differential scanning fluorimetry, Tm shift; 0% = protein alone, 100% = glycine-bound protein. Tm shift relative to glycine control, % at 25 µM. 340,000 tested, 2.5% active. AID 1259313, 2017;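 active means melting temperature shift of at least 10% of the positive control shift, at one fixed dose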
# CCR6 antag: CCR6 receptor antagonists, primary screen, cell-based, CHO-K1, luminescence, beta-arrestin, uHTS; 340,000 tested, 0.49% active; AID 493098, 2011; C-C chemokine receptor type 6 (Homo sapiens), P51684; CHO-K1 CCR6 PathHunter beta-arrestin, CCL20-stimulated; inhibition, % at 20 µM;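 active means compounds whose inhibition of the agonist-driven luminescence signal at 20 µM reaches about 50%, limit read from the data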;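 further: cells stimulated with CCL20 at 14 nM final; plate controls were DMSO with CCL20 for no effect and DMSO without agonist for full effect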
# Gli-Sufu antag: Gli-Sufu pathway antagonists, primary screen, luciferase luminescence, Sufu-KO-LIGHT cells, uHTS. Sufu-KO-LIGHT fibroblasts, Gli luciferase reporter luminescence. inhibition, % at 5 µM. 340,000 tested, 0.74% active. AID 588413, 2011;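 active means inhibition above about 55%, limit read from the data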;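 further: 0% = DMSO-treated cells and 100% = wells with medium but no cells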
# MPTP block: mitochondrial permeability transition pore inhibitors, primary screen, biochemical, isolated mouse mitochondria, absorbance; inhibition, % at 10 µM; Ca2+ swelling absorbance, 30 min; 360,000 tested, 1.4% active;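 active means inhibition of 50% or more, scaled per plate between neutral and stimulator controls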;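 further: 0% = DMSO wells given calcium and 100% = 1 mM EGTA wells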
# APOBEC3A inh: APOBEC3A ssDNA deaminase inhibitors, primary screen, selectivity assay for APOBEC3G inhibitor project, biochemical, FAM/TAMRA oligo cleavage fluorescence; recombinant A3A, FAM/TAMRA ssDNA deamination fluorescence; inhibition, % at 20 µM; 330,000 tested, 0.41% active;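 active means at least 40% inhibition at 20 µM here, with at most 30% in a related deaminase screen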;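 further: plate controls were A3A with DMSO for no effect and wells lacking A3A enzyme for full effect; some results filed as inactive read as strong as hits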
# Target sequence (P31941 whole entry, looked up): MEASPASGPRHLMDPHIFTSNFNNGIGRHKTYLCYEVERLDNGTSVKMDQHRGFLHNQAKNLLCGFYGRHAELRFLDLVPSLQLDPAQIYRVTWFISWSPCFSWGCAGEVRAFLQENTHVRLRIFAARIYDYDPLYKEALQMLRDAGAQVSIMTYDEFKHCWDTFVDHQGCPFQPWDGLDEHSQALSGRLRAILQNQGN
# CXCR6 block: CXCR6 receptor inhibitors, primary screen, cell-based, beta-arrestin, luminescence, CHO-K1 PathHunter, 1536-well; C-X-C chemokine receptor type 6 (Homo sapiens), O00574; inhibition, % at 20 µM; 360,000 tested, 0.36% active; AID 602244, 2012; in the data active means inhibition above about 34%, passing the limit was not always enough;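 further: antagonist mode with CXCL16 agonist at 10 nM final; 0% = 10 nM CXCL16 with DMSO and 100% = unstimulated wells without agonist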
# Target sequence (O00574 whole entry, looked up): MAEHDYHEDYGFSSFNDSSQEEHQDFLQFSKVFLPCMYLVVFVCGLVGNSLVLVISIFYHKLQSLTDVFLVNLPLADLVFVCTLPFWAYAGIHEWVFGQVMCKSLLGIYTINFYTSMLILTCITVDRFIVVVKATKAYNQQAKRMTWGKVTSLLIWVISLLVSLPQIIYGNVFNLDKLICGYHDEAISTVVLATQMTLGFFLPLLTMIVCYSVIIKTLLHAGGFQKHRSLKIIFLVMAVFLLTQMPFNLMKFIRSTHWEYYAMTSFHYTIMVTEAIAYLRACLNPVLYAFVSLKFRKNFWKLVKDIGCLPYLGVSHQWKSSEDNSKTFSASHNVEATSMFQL
# APOBEC3G inh: APOBEC3G DNA deaminase inhibitors, primary screen, biochemical, fluorescence, single-stranded DNA substrate, uHTS; inhibition, % at 20 µM; recombinant A3G, ssDNA deamination FAM/TAMRA fluorescence; 330,000 tested, 0.28% active; DNA dC->dU-editing enzyme APOBEC-3G (Homo sapiens), Q9HC16;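 active means inhibition of at least 40% at 20 µM, with no more than 30% in the related APOBEC3A deaminase screen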;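 further: plate controls were DMSO wells with A3G for no effect and wells lacking A3G enzyme for full effect; some compounds called inactive have numbers as strong as hits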
# Target sequence (Q9HC16 whole entry, looked up): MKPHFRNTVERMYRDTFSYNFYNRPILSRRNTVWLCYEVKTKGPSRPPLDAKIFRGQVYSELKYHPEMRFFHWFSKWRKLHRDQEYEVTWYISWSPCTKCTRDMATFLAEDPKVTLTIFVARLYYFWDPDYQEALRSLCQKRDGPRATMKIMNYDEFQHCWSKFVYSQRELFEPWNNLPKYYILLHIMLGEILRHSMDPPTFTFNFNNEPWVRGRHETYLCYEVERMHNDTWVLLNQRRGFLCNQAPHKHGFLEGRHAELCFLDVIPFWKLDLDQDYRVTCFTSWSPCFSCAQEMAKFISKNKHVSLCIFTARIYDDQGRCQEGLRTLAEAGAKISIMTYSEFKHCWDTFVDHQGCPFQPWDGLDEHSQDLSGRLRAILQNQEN
# EBI2 antag: EBI2 receptor antagonists, beta-arrestin recruitment, primary screen, cell-based, luminescence, 7a,25-OHC stimulation, uHTS; AID 651636, 2012; 360,000 tested, 0.81% active; 7a,25-OHC stimulated; inhibition, % at 5 µM; in the data active means inhibition above about 38%;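 further: enzyme fragment complementation signal reports receptor beta-arrestin coupling in cells; 0% = agonist plus DMSO wells and 100% = wells without agonist; some results beyond the cut were filed as inactive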
# * = called active by the depositor; / = no result given.
SMILES,NR3A LBD binder,CCR6 antag,Gli-Sufu antag,MPTP block,APOBEC3A inh,CXCR6 block,APOBEC3G inh,EBI2 antag
O=C(OC1CCCCC1)c1ccc(NC(=O)c2ccco2)cc1,-2.1,-12.7,-6.0,-0.2,3.3,0.4,0.6,15.3
Cc1c(C)c2ccc(OCC(=O)Nc3cccnc3)cc2oc1=O,3.4,5.4,5.4,-0.8,-2.3,-3.6,-2.7,1.4
NC(=O)/C(=C\c1ccccc1)NC(=O)c1ccc(NC(=O)c2ccccc2)cc1,3.1,10.6,-8.3,1.3,-0.5,-3.0,-4.8,-3.1
O=C(Cn1nnc(-c2ccc(OCc3ccccc3F)cc2)n1)N1CCOCC1,2.6,5.4,-43.2,1.2,-1.3,7.0,-5.2,0.4
Cc1nc(SCC(=O)N2c3ccccc3NC(=O)CC2C)c2c(C)c(C)sc2n1 (centres undefined),0.3,7.2,8.7,-0.8,-1.5,-0.4,-6.7,-5.9
CN1CCN(C(=O)CCN2C(=O)/C(=C\c3ccc(F)cc3)SC2=S)CC1,-0.6,7.7,-1.5,0.0,2.0,0.4,0.1,-1.4
O=C(CCNC(=O)c1ccc(Cl)cc1)NC1CCCc2ccccc21 (centres undefined),-1.1,-3.8,-2.2,-0.2,1.7,0.7,-5.6,3.0
O=S(=O)(NCCNc1nccc(C(F)(F)F)n1)c1ccccc1,-2.2,21.4,0.8,3.9,-0.7,-3.7,-4.7,-9.2
CCCCN(CCCNC(=O)C1CCCN(S(=O)(=O)CC)C1)Cc1ccccc1 (centres undefined),-0.9,5.5,-8.0,-5.0,0.6,-0.6,2.7,1.5
CC1(C)O[C@@H]2[C@H](O1)[C@@H](COS(=O)(=O)O)O[C@H]2n1c(=S)[nH]c2c(=O)[nH]c(N)nc21,2.4,-8.5,-9.2,-1.4,-2.2,0.2,48.8*,-10.9
CC1(C)CC(CCNS(=O)(=O)c2ccccc2)(c2ccccc2)CCO1 (centres undefined),-6.5,9.4,7.8,0.4,-1.0,3.5,-0.3,1.0
O=C(Nc1ccc2c(c1)OCO2)C1CC(=O)N(c2ccccc2)C1 (centres undefined),0.6,8.8,-2.0,-1.7,1.3,-0.5,-5.8,0.6
O=C(Nc1nnc(-c2ccc(Cl)cc2)o1)c1cccc(N2C(=O)CCC2=O)c1,1.5,-4.1,-7.4,-1.1,1.1,-9.1,3.1,0.5
CCC1(CC)NC(=S)NC1=S,1.1,0.9,-7.7,0.9,/,-2.6,/,4.7
Cc1nc(SCC(C)C)[nH]c(=O)c1Cc1ccccc1,-1.8,9.4,2.2,-6.5,-3.0,3.5,-9.2,-3.7
COc1ccc(Cc2nc3ccc(C(=O)N4C[C@@H](C)O[C@@H](C)C4)cc3o2)cc1OC,2.8,-7.5,13.9,-1.3,-3.5,-9.6,-7.1,-1.8
O=C(CNC(=O)c1cccc(Cl)c1)NCCCSc1ccccc1,1.0,8.4,-4.5,-0.4,-0.7,3.2,-10.7,-10.7
CCOc1ccccc1N1CCN(CC(=O)Nc2ccnn2C2CCCC2)CC1,1.5,-6.3,12.5,-0.3,2.7,-1.3,1.3,-2.9
COc1ccc(CN2CCN(Cc3csc(C(C)=O)c3)CC2CCO)c(C)c1C (centres undefined),1.3,13.1,-6.1,4.2,1.2,-6.2,1.3,-16.9
O=C(NCCCn1ccnc1)c1ccc(S(=O)(=O)Nc2ccccc2)cc1,3.8,0.8,1.2,0.9,0.6,7.0,1.5,1.8
CCC(=O)Nc1c2c(nn1-c1ccc(OC)cc1)CSC2,2.1,2.5,2.3,-0.2,-2.7,-21.1,-1.1,7.8
O=C(NC1CCCCC1)N(Cc1nc2ccccc2c(=O)[nH]1)C1CCCC1,-0.1,10.5,26.5,-0.4,-0.7,-7.4,-2.2,5.5
C=CCNC(=S)N1CCc2c([nH]c3ccccc23)C1C (centres undefined),-6.2,-6.6,16.5,-1.8,-13.8,-5.6,-2.2,-7.8
N#CC1=C(N)Oc2c(oc(CO)cc2=O)C1c1cccs1 (centres undefined),0.5,16.4,-2.1,-0.9,2.2,3.4,-0.4,2.0
COc1ccc(/C=C/C(=O)c2ccc(C(=O)/C=C/c3ccc(OC)c(OC)c3)cc2)cc1OC,2.2,18.3,2.9,-0.2,-1.2,11.4,-8.9,29.4
CCOC(=O)CSc1nc2cccnc2n1-c1ccc(F)cc1,2.1,-2.3,-10.4,2.3,-2.1,8.3,-3.1,8.0
Cc1cc(NC(=O)CSc2nnnn2-c2ccc(F)cc2)no1,-1.9,7.5,12.6,-0.5,-2.0,6.9,-7.4,-9.4
COc1cc(C(=O)NN2C(=O)NC3(CCC(C)CC3)C2=O)ccc1OC(F)F (centres undefined),1.1,1.1,-4.3,1.4,-0.5,3.4,0.6,3.8
COC(=O)CCC(=O)OC1(C)C(=O)C=C2C=C(C3CC3)N(Cc3ccccc3)C=C2C1=O (centres undefined),-1.6,-17.9,-0.9,0.2,-0.1,-11.4,-7.1,-19.6
COc1cccc(CC(=O)Nc2ccc(S(=O)(=O)N3CCOCC3)cc2)c1,2.0,7.2,-6.0,0.0,-1.9,1.9,-6.0,-3.5
COc1cc(CCC(=O)N2CCN(c3ncccn3)CC2)cc(OC)c1OC,-0.2,-6.0,-1.0,-0.1,-2.3,1.0,-4.1,-7.3
COc1ccc(OC)c(S(=O)(=O)ON2C(=O)c3ccccc3C2=O)c1,0.8,56.9*,-1.6,1.2,5.5,10.9,0.6,-6.3
O=C(O)CCCCCN1C(=O)/C(=C/c2ccncc2)SC1=S,-6.2,-5.8,6.4,2.3,-7.3,-8.4,-10.3,-7.5
CCNC(=O)/C(C#N)=C/c1c(N2CCN(c3cccc(Cl)c3)CC2)nc2c(C)cccn2c1=O,-6.0,24.6,3.2,-0.4,-1.1,13.4,-4.2,22.2
O=C(COC(=O)Cn1nnc(-c2ccccc2)n1)Nc1ccccc1Br,0.5,1.7,2.6,-0.5,3.3,5.3,27.8,0.5
CC(/C=C/c1ccccc1)=N/NC(=O)CNC(=O)c1ccccc1F,-0.6,0.2,-4.2,-1.4,0.9,-4.6,-0.2,2.1
CNC(=O)C1=C(C)Nc2nc3ccccc3n2C1c1cccc(OC)c1 (centres undefined),0.4,9.3,3.3,-2.8,-1.4,-1.8,-6.2,2.9
COCCn1c(SCC(=O)NC(C)c2ccccc2)nc2ccccc21 (centres undefined),-3.0,-0.2,2.6,-0.9,-1.5,4.0,-9.4,-6.3
Cc1ccc(-c2onc3ccc(Cl)cc23)cc1,-4.8,-6.4,-10.1,0.5,-3.1,-3.9,-4.3,3.6
CC(C)CC(=O)c1c[nH]c(C(=O)NCc2cccnc2)c1,-0.4,4.8,-15.3,12.8,3.2,3.6,0.9,-7.4
CC(C)Sc1nc(SCC(=O)O)c2c3c(sc2n1)COC(C)(C)C3,-0.4,10.4,-14.7,0.2,2.0,8.7,-4.2,2.1
Cc1cc(/C(N)=N/OC(=O)c2ccccc2Cl)no1,-0.2,-3.7,-78.4,0.6,4.9,1.7,6.9,-3.4
CCn1c(O)c(/C=C/C=C/C=Nc2ccccc2)sc1=S,-1.0,-10.0,-1.7,0.0,0.4,-4.9,-4.2,4.6
CC(Nc1cccc2ccccc12)C(=O)N/N=C/c1ccc([N+](=O)[O-])cc1 (centres undefined),22.1*,13.5,0.0,13.6,1.8,-12.7,-2.6,3.0
CCSC(=O)N(CC)CC(=O)Nc1c(CC)cccc1CC,2.4,10.9,-15.9,-1.3,-3.9,1.3,1.8,3.1
CCC(C)c1ccc(NC(=S)N2CCN(C(=O)C3CCCO3)CC2)cc1 (centres undefined),-3.3,14.4,5.3,-1.5,0.1,-5.2,-2.3,3.3
CC(C)(C)Nc1nc(C(N)=O)nc(N2CCOCC2)n1,-1.9,-10.3,0.4,1.4,2.2,4.4,-3.3,-8.3
O=C(CSc1nnc(Cc2cc(=O)[nH]c(=O)[nH]2)n1-c1ccc(F)cc1)N1CCCCC1,-0.3,-6.8,-5.9,-2.6,-0.1,-3.3,0.9,2.0
COc1ccc(-c2nnc(SC(C)C(=O)Nc3nccs3)n2-c2ccccc2)cc1OC (centres undefined),0.3,12.6,14.6,0.4,-3.5,3.5,-3.3,1.3
COc1cccc(CNC(=O)CCN2C(=O)[C@@H]3Cc4ccccc4CN3C2=O)c1,-0.8,-0.8,-27.0,0.2,4.6,-2.0,27.6,1.1
Cn1nnnc1SC1CC(=O)N(c2ccccc2)C1=O (centres undefined),1.4,-10.9,1.5,18.2,1.0,-10.5,3.9,-0.3
Cc1ccccc1-c1nnc(SCC(=O)Nc2cccnc2Cl)o1,0.1,-10.1,-73.3,-2.2,0.8,-2.1,1.9,0.0
Cc1cc(=O)n(CC(C)O)c(O)c1C#N (centres undefined),2.4,-6.1,-4.3,-0.1,5.2,-6.0,1.2,-2.1
Cc1cccc(NC(=O)CNC(=O)c2ccccc2Cl)n1,-0.6,3.1,-10.7,-1.0,-2.3,-0.5,-9.0,9.2
Cn1c(=O)c(C(=O)NCCO)c(O)c2ccccc21,-0.5,23.5,1.5,-0.8,-5.2,2.7,-6.8,-12.1
CC(C)(CN1CCCC1)NS(=O)(=O)c1ccc(Cl)cc1,-1.3,18.2,-12.4,0.0,-0.2,-1.5,-6.9,1.7

# Eight of the compounds above, as tab-separated lines:
canonical_smiles	NR3A LBD binder	CCR6 antag	Gli-Sufu antag	MPTP block	APOBEC3A inh	CXCR6 block	APOBEC3G inh	EBI2 antag
CC(C)Sc1nc(SCC(=O)O)c2c3c(sc2n1)COC(C)(C)C3	-0.4	10.4	-14.7	0.2	2.0	8.7	-4.2	2.1
Cc1cc(/C(N)=N/OC(=O)c2ccccc2Cl)no1	-0.2	-3.7	-78.4	0.6	4.9	1.7	6.9	-3.4
CCn1c(O)c(/C=C/C=C/C=Nc2ccccc2)sc1=S	-1.0	-10.0	-1.7	0.0	0.4	-4.9	-4.2	4.6
CC(Nc1cccc2ccccc12)C(=O)N/N=C/c1ccc([N+](=O)[O-])cc1 (centres undefined)	22.1*	13.5	0.0	13.6	1.8	-12.7	-2.6	3.0
CCSC(=O)N(CC)CC(=O)Nc1c(CC)cccc1CC	2.4	10.9	-15.9	-1.3	-3.9	1.3	1.8	3.1
CCC(C)c1ccc(NC(=S)N2CCN(C(=O)C3CCCO3)CC2)cc1 (centres undefined)	-3.3	14.4	5.3	-1.5	0.1	-5.2	-2.3	3.3
CC(C)(C)Nc1nc(C(N)=O)nc(N2CCOCC2)n1	-1.9	-10.3	0.4	1.4	2.2	4.4	-3.3	-8.3
O=C(CSc1nnc(Cc2cc(=O)[nH]c(=O)[nH]2)n1-c1ccc(F)cc1)N1CCCCC1	-0.3	-6.8	-5.9	-2.6	-0.1	-3.3	0.9	2.0
